Mito fusion yeast: qHTS Assay for Small Molecule Inhibitors of Mitochondrial Division or Activators of Mitochondrial Fusion; S. cerevisiae fusion-defective mutant growth rescue, CellTiterGlo 48 h; Potency, µM (doses to about 46.1 µM), for the others: at the top dose growth rescue (activation), usual class: activators; 0.23% of 320,000 active;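 also: potency is read from the fitted curve at half-maximal effect; % of control where 0% means no effect; nearly all actives have a fitted effect of over 45% in size; temperature-sensitive fusion mutants such as fzo1-1 at 37 °C on non-fermentable ethanol glycerol medium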
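Yeast fusion mutant, YPEG (non-fermentable carbon), compound, 48 h at 37C non-permissive; CellTiterGlo added, 10 min RT, luminescence read. Rescued growth = division inhibition.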
Menin-MLL TR inh: qHTS Assay for Inhibitors Targeting the Menin-MLL Interaction in MLL Related Leukemias: Competition With Texas Red Labeled MLL-derived Mutant Peptide. O00255. Menin + Texas Red MLL mutant peptide, fluorescence polarization. Potency, µM (top dose mostly 61.6 µM), for inactives: at the highest dose FP activity change, negative = inhibition, most hits filed as inhibitors. 0.23% of 270,000 active; active = well fitted inhibition curve with a large enough effect in the polarisation, with a control signal flat, not every such curve was filed as active; inconclusive = small, poorly fitted or top-dose-only effect, or effect the other way, or a change in a side signal; inactive = no such curve, though single readings can be large or run the other way; the % refers to the polarisation; also: potency is read from the fitted curve at half-maximal effect; % of control where 0% means no effect; many of its hits are not listed in these tables
Target sequence (O00255 whole entry, looked up): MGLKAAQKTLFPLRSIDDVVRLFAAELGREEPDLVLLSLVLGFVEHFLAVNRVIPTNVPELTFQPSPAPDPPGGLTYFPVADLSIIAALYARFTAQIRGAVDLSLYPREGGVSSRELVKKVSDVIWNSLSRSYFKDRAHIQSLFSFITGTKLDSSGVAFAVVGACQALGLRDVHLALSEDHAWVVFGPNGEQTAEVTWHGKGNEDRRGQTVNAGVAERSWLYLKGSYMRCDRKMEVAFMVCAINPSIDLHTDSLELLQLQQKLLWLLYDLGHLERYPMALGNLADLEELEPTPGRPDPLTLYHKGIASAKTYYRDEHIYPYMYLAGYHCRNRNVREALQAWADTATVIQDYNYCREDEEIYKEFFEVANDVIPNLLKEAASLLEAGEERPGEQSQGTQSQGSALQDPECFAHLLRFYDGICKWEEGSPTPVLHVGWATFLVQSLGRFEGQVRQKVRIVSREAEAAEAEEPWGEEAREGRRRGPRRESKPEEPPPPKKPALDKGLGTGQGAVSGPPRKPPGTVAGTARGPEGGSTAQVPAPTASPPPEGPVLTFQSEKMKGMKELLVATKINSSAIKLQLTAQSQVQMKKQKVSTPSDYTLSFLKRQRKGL
PTAP TSG101 blk: qHTS Assay for Iinhibitors of HIV-1 Budding by Blocking the Interaction of PTAP/TSG101 | Tumor susceptibility gene 101 protein (Homo sapiens), Q99816 | Fluorescence polarization, FITC-PTAP peptide / Tsg101 binding | Potency, µM (titrated, usually from 115 µM), without a hit: top-dose activity change, negative = inhibition, hits mostly inhibitors | 340,000 tested, under 10 active | AID 493005, 2010; active = well fitted inhibition curve with a large enough effect in the main read-out, with a control signal flat, not every such curve was filed as active; inconclusive = small, poorly fitted or top-dose-only effect, or effect the other way, or a change in a side signal; inactive = no such curve, though single readings can be large or run the other way; also: potency is read from the fitted curve at half-maximal effect; % of control where 0% means no effect
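Fluorescence polarization binding of Tsg101 binding domain (10 uM final) to FITC-labeled PTAP peptide (50 nM final) in HEPES pH 7.5 buffer with NaCl, Tween 20, EDTA, TCEP. Compounds added before peptide; binding 20 min at RT.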
MBNL1-CUG inh: qHTS Assay for Inhibitors of MBNL1-poly(CUG) RNA binding; Muscleblind-like protein 1 (Homo sapiens), Q9NR56; Potency, µM (doses to about 57.5 µM), for inactives: top-dose activity change, negative = inhibition, usual class: inhibitors; TR-FRET MBNL1-His/biotin-(CUG)12 binding, 665/545 ratio; 0.036% of 280,000 active; active = well fitted inhibition curve with a large enough effect in the signal ratio, with a control signal flat, not every such curve was filed as active; inconclusive = small, poorly fitted or top-dose-only effect, or effect the other way, or a change in a side signal; inactive = no such curve, though single readings can be large or run the other way; the % refers to the signal ratio; also: potency is read from the fitted curve at half-maximal effect; % is scaled to controls: 0 for no effect and ±100 for the full control effect
Target sequence (Q9NR56 whole entry, looked up): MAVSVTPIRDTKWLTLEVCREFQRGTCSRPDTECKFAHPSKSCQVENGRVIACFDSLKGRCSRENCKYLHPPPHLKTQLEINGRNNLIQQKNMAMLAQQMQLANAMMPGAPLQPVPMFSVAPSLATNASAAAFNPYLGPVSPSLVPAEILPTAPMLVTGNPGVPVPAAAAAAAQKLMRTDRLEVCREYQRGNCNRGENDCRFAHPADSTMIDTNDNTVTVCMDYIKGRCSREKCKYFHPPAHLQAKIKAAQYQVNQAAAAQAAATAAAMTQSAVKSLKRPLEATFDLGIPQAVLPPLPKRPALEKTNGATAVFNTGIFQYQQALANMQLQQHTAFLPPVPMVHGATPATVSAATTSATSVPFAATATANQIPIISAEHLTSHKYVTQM
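TR-FRET between His-tagged MBNL1 and biotin-(CUG)12 RNA, detected with Tb anti-His antibody (0.055 ng/ul) and streptavidin-XL665 (5 nM), 60 min at room temperature. Compounds titrated 92 nM to 58 uM; 665/545 nm ratio normalized to buffer and complex controls.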
TSHR antagonist: Antagonists of the Thyroid Stimulating Hormone Receptor: HTS campaign | Thyrotropin receptor (Homo sapiens), P16473 | TSHR-expressing cells, TSH-stimulated cAMP HTRF, 2 h; hits give low values | activity change, negative = inhibition, % at 11.5 µM | 0.2% of 330,000 active;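 active = activity change below a set negative limit, meaning inhibition stronger than a set level, cut at about -70% in these data; inconclusive = activity change between two set negative limits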; also: % is scaled to controls: 0 for no effect and ±100 for the full control effect
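TSHR-expressing cells were treated with compounds, then stimulated with TSH at EC80 (4nM final) for 2 hours at 37 deg C. Cellular cAMP was measured by HTRF competition between lysate cAMP and cAMP-d2 for a cryptate-labelled anti-cAMP antibody.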
S-ASM inh: Inhibitors of Secretory Acid Sphingomyelinase (S-ASM): qHTS; Sphingomyelin phosphodiesterase (Homo sapiens), P17405; 0.006% of 340,000 active; Potency, µM (titrated, usually from 57.5 µM), for inactives: top-dose activity change, negative = inhibition, hits mostly inhibitors; AID 504937, 2011; placental ASM, HMU-PC fluorogenic substrate, 60 min; also: potency is read from the fitted curve at half-maximal effect
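Fluorescence read-out (Ex 386 nm, Em 447 nm) after stopping the reaction at pH 10. Enzyme: ASM from human placenta; substrate HMU-PC0, 9 uM final; 60 min, 37 °C. Compound preincubation 10 min, ambient temperature.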
Integrin act MD: qHTS for Activators of Integrin-Mediated Alleviation for Muscular Dystrophy; alpha7betagal myoblasts, beta-gal FDG fluorescence, 48 h; Potency, µM (highest dose often 38.3 µM), for the others: top-dose activation, usual class: activators; 0.064% of 350,000 active;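 also: potency is read from the fitted curve at half-maximal effect; 100% = response of the positive control SU9516; nearly all actives have a fitted effect of over 60% in size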
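Alpha7betagal+/- myoblasts (passage 13) were plated 16-24 hr, then exposed to compounds (1:260 dilution of DMSO stock) for 48 hours at 37C. After MPER lysis, β-galactosidase reporter activity was read as FDG fluorescence (ex 480/em 540) after 30 minutes.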
CXXC DNA block: qHTS Fluorescence Polarization Assay for Inhibitors of MLL CXXC domain - DNA interaction | Potency, µM (top dose mostly 115 µM), inactives show at the top dose activity change, negative = inhibition, usual class: inhibitors | Histone-lysine N-methyltransferase 2A (Homo sapiens), Q03164 | MLL-CXXC / FITC-HOXA9 DNA fluorescence polarization | 0.037% of 290,000 active; active = well fitted inhibition curve with a large enough effect in the polarisation, with a control signal flat, not every such curve was filed as active; inconclusive = small, poorly fitted or top-dose-only effect, or effect the other way, or a change in a side signal; inactive = no such curve, though single readings can be large or run the other way; the % refers to the polarisation; also: potency is read from the fitted curve at half-maximal effect
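Purified MLL-CXXC (added from a 7 uM solution) was preincubated 5 min at ambient with pinned compounds in 50 mM Tris-HCl pH 7.5, 50 mM NaCl, 1 mM DTT, 0.05% BSA. Fluorescein-labeled HOX-A9 DNA (50 nM solution) followed, 30 min, then polarization read.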
TCR activator: Activators of T cell receptors: qHTS campaign; AID 504894, 2011; Potency, µM (top dose mostly 9.22 µM), for the others: top-dose activation of IL-2 secretion, actives largely listed as activators; primary human leukocytes, anti-CD3, IL-2 HTRF, 48 h; 330,000 tested, under 10 active; also: % of control where 0% means no effect
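Using a-CD3 beads without co-stimulation, primary human leukocytes were exposed to compounds for 48 hr. An HTRF IL-2 kit measured the cytokine, with europium-to-d2 energy transfer producing emission at 665nm upon 320nm excitation.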
A-T KAP1 phos: qHTS Assay for Identifying a Potential Treatment of Ataxia-Telangiectasia. 0.19% of 320,000 active. AID 485349, 2010. […] A-T fibroblasts, KAP-1 phosphorylation AlphaLISA; neocarzinostatin DNA damage 30 min before lysis. Potency, µM (top dose mostly 57.5 µM), inactives show top-dose activation, actives largely listed as activators; also: potency is read from the fitted curve at half-maximal effect; % of control where 0% means no effect; nearly all actives have a fitted effect of over 45% in size
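ATM-like activity read as KAP-1 phosphorylation via AlphaLISA donor/acceptor antibody pairs after lysis and 6 hr at 25C. Cells were ATM-null patient fibroblasts ([…], hTERT), dosed 60 min, then exposed to the DSB inducer NCS for 30 min.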
The depositor's hits bear a star; i = inactive; ? = inconclusive; nt = not tested or not shown; & = joins results of further samples; [ ] = remark or other dose. Unless noted, calls follow the shape of the dose curve; as a rule, active = well fitted curve in the direction sought with a large enough effect; inconclusive = small, poorly fitted or top-dose-only effect, or another doubt; inactive = no such curve, though single readings can be large; an effect the other way counts as inactive or inconclusive. These rows are one share of the data; the hit share may differ from the screen's.

Each structure is followed by: Mito fusion yeast	Menin-MLL TR inh	PTAP TSG101 blk	MBNL1-CUG inh	TSHR antagonist	S-ASM inh	Integrin act MD	CXXC DNA block	TCR activator	A-T KAP1 phos
#1 C/C(=N\Nc1nc(-c2ccccc2)cs1)c1cccs1
    0%	?	-8%	nt	0	nt	17%	0%	3%[46.1 µM]	-9%
#2 c1ccc(N2CC3COc4ccccc4C3=N2)cc1 (stereo not drawn)
    nt	nt	-5%	nt	nt	i	-8%	nt	-1%	nt
#3 COc1cc(/C=C/C2=CC(C)(C)NC(=S)N2)cc(OC)c1OC
    -4%	-13%	0%	6%	-3	1%	22%	-3%	2%	-3%
#4 Cc1cccc(Nc2ncnc3onc(-c4cccc(Cl)c4)c23)c1C
    23%	15%	-3%	5%	-7	-11%	-1%	7%	0%	-8%
#5 COc1ccc2c(c1)c(=O)oc1cc(OCC(=O)N3CCC(C)CC3)ccc12
    -1%	25%	0%	?	-10	254%[activator]	-30%	0%	-5%	-5%
#6 CCOc1cc(C)cc2oc(=O)cc(-c3ccccc3)c12
    11%	-5%	-13%	3%	-12	-1%	26%	-2%	12%	3%
#7 CC1=C(C(=O)c2ccccc2)C(c2cccc([N+](=O)[O-])c2)NC(=S)N1 (stereo not drawn)
    1%	15%	0%	nt	-7	-4%	-21%	8%	3%	-8%
#8 COc1ccccc1CCN=C(N)NS(=O)(=O)c1ccc(C)c(C)c1
    -6%	-25%	-5%	4%	12	-1%	-7%	?	-1%	14%
#9 Cc1cc2c(cc1C)N(C(=O)CSc1nncn1C)C(C)(C)c1ssc(=S)c1-2
    3%	-2%	3%	?	-8	-13%	12%	-2%	-5%[46.1 µM]	-2%
#10 O=C(Nc1nccs1)C1C2CC3OC(=O)C1C3C2 (stereo not drawn)
    2%	-16%	2%	1%	-3	-1%	21%	0%	13%	-1%
#11 COc1ccc(-c2ccc3oc(-c4ccsc4)cc3c2)cc1
    nt	nt	-9%	nt	nt	1%	-5%	nt	1%	nt
#12 CC(=O)COc1ncn(-c2ccccc2)n1
    2%	-2%	1%	3%	1	4%	-5%	-2%	3%	-6%
#13 O=c1[nH]c(/C=C/c2ccccc2F)nc2ccccc12
    1%	9%	-1%	9%	-10	1%	-2%	4%	nt	16%
#14 COc1ccc(CNC(=O)CN(C)Cc2ccccc2F)cc1OC
    2%	-2%	0%	0%	6	0%	-2%	7%	-2%	5%
#15 Cc1ccc2nc(SCc3nnc(-c4cccs4)o3)[nH]c2c1
    1%	0%	-5%	0%	7	1%	2%	4%	-7%	-5%
#16 O=C(CCn1c(=O)c2ccccc2n(CC(=O)NC2CCCC2)c1=O)NCCc1ccc(Cl)cc1
    -5%	nt	-1%	-1%	4	-1%	-17%	42%[activator]	1%	2%
#17 CCC(C)[C@H](NC(=O)NC1CCCc2ccccc21)C(=O)OC (stereo partly drawn)
    -3%	nt	-1%	1%	-12	-4%	9%	-3%	-3%	-2%
#18 COc1ccc(-c2cn3cccnc3n2)cc1NC(=O)c1cc(OC)c(OC)c(OC)c1
    -1%	-22%	-1%	?	-5	nt	-26%	0%	5%	5%
#19 O=C(N/N=C/c1c[nH]c2ccccc12)C1COc2ccccc2O1 (stereo not drawn)
    -2%	?	0%	-4%	4	-15%	10%	-3%	-7%[46.1 µM]	1%
#20 C=C(CC1([C@@H](NP(=O)(c2ccccc2)c2ccccc2)[C@H]2C[C@@H]2CCCC)CC1)c1ccccc1
    3%	-19%&-21%	-5%	5%	21	4%	5%	22%	5%	27%
#21 NC1=NC(=O)C(Cc2ccc(Br)cc2)S1 (stereo not drawn)
    1%	nt	0%	0%	-1	1%	?	0%	-1%	0%
#22 Cc1ccc(C(C)C)c(OCC(=O)Nc2ccc(N3CCN(S(C)(=O)=O)CC3)cc2)c1
    0%	11%	-4%	-3%	0	-5%	-9%	8%	2%	10%
#23 CCN(C(=O)Cn1c(=O)n(Cc2ccccc2)c(=O)c2ccccc21)c1cccc(C)c1
    16%	?	-9%	-1%	-6	-2%	-8%	-1%	5%	9%
#24 Cc1cc(NS(=O)(=O)c2ccc(NC(=O)COc3ccc(Cl)cc3Cl)cc2)no1
    1%	nt	-8%	-3%	7	nt	22%	18%	0%	0%
#25 CC(=O)Nc1ccc2nc(NC(=O)COc3ccc([N+](=O)[O-])cc3)sc2c1
    1%	-1%	0%	0%	-4	2%	1%	-1%	0%	-3%
#26 CCOc1ccc(C2/C(=C(/O)c3ccc(OC)cc3)C(=O)C(=O)N2c2cc(C)on2)cc1OC (stereo not drawn)
    -2%	10%	-11%	16%	-2	4%	-3%	-17%	5%	-1%
#27 CC1CCc2cc(F)ccc2N1C(=O)c1ccc2c(c1)OCO2 (stereo not drawn)
    ?	-20%	-3%	-3%	-1	2%	?	-4%	-8%	-8%
#28 CCCCN1CC(C)(C)Oc2cccc(F)c2S1(=O)=O
    nt	nt	-2%	nt	nt	1%	-7%	nt	-4%	nt
#29 O=C(OCC1COc2ccccc2O1)c1ccccc1F (stereo not drawn)
    1%	-3%	0%	-8%	-3	-4%	13%	3%	-1%	9%
#30 O=C(O)Cc1csc(NC(=O)c2ccco2)n1
    0%	nt	0%	3%	5	2%	-33%	-1%	3%	3%
#31 CC(C)Oc1cccc(C(=O)C2CCCN(Cc3cnc(N4CCOCC4)s3)C2)c1 (stereo not drawn)
    -3%	-3%	-11%	-7%	-21	2%	7%	-1%	2%	5%
#32 CC(C)C(=O)O/N=C1\CCS(=O)(=O)c2sccc21
    5%	2%	1%	-3%	1	8%	-4%	0%	-3%	-4%
#33 CC1c2cc3c(cc2CCN1C(=O)c1ccc(Cl)cc1)OCCCO3 (stereo not drawn)
    -8%	nt	-3%	-6%	-11	-11%	-3%	1%	0%	5%
#34 COc1cc2c(cc1OC)C(C)N(S(=O)(=O)c1cn(C)c(C)n1)CC2 (stereo not drawn)
    -3%	nt	-3%	3%	3	1%	4%	3%	-3%	-2%
#35 CC(C)C(OC(=O)c1ccco1)C(=O)NCc1cccs1 (stereo not drawn)
    3%	-5%	-4%	-6%	6	1%	15%	1%	-1%	10%
#36 COc1ccc(OC)c(N(CC(=O)NCCSC2CCCCC2)S(=O)(=O)c2ccccc2)c1
    -6%	nt	0%	-7%	-14	-1%	-11%	2%	2%	11%
#37 OC(CNCc1ccc(Cl)cc1)C(F)(F)F (stereo not drawn)
    -1%	-1%	-8%	-2%	7	1%	0%	9%	2%	3%
#38 NC(=O)N/N=C/c1cc(F)cc(F)c1
    0%	nt	-4%	0%	-1	-1%	-1%	0%	-1%	-5%
#39 C=CC[C@@H](CC(=O)N(CCO)Cc1ccccc1)C(=O)N[C@@H](COC(=O)[C@@H](CC=C)Cc1ccc(F)cc1)Cc1c[nH]c2ccccc12
    nt	nt	-4%	nt	-15	-4%	-41%	nt	2%	-17%
#40 COC(=O)c1cn(CC(=O)NC2CCCCCC2)c2ccccc12
    -6%	30%	-3%	-5%	-4	-1%	18%	-2%	0%[46.1 µM]	1%
#41 O=C(CCn1nnc2ccccc21)Nc1nnc(Cc2ccccc2)s1
    -8%	-2%	0%	-4%	6	-1%	-3%	13%	1%	-3%
#42 CC(C)n1c(SCC(=O)N2c3ccccc3Sc3ccccc32)nc2c1c(=O)n(C)c(=O)n2C
    4%	-7%	-8%	4%	4	-7%	21%	3%	0%	-4%

Screens as filed in PubChem.
